EBNA-1 inh: EBNA-1 DNA-binding inhibitors, primary screen, biochemical, fluorescence polarization | inhibition, % at 14.8 µM | hit rate 0.34% among 300,000; in the data active = inhibition above about 28%
PAFAH1B3 FP inh: PAFAH1B3 enzyme inhibitors, primary screen, biochemical, fluorescence polarization, human; recombinant PAFAH1B3, FP-rhodamine probe; inhibition, % at 3.39 µM; hit rate 0.28% among 340,000; AID 492972, 2010;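 active = inhibition above the screen-wide average of all tested compounds plus 3 SD, cut at about 25% in these data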;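 also: 0% = enzyme with DMSO only and 100% = wells lacking PAFAH1B3 protein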
Target sequence (Q15102 whole entry, looked up): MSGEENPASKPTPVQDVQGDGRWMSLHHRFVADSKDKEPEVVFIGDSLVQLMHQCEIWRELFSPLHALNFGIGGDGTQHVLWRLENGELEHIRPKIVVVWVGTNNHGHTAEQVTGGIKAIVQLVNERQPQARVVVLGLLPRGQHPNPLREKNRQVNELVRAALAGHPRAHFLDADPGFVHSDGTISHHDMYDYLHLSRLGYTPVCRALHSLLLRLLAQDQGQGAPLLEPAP
LYPLA2 counter: LYPLA2 inhibitors, primary screen, counter-screen for PME1 inhibitor project, biochemical, fluorescence polarization, FP-Rh probe ABPP. Acyl-protein thioesterase 2 (Homo sapiens), O95372. recombinant LYPLA2. inhibition, % at 5.9 µM. hit rate 0.38% among 320,000. AID 2177, 2009;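 active = inhibition above the screen-wide mean plus 3 SD, limit set per campaign, cut at about 26% in these data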;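 also: 0% = LYPLA2 with DMSO and 100% = wells lacking LYPLA2 enzyme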
Target sequence (O95372 whole entry, looked up): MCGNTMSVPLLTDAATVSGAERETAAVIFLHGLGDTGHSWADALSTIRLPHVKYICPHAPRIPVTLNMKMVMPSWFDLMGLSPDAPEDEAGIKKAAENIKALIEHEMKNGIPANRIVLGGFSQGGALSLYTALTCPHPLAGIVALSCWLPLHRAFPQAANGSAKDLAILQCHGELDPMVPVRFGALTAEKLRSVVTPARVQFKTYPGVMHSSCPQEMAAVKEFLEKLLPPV
PAFAH2 FP inh: PAFAH2 enzyme inhibitors, primary screen, biochemical, fluorescence polarization, human; Platelet-activating factor acetylhydrolase 2, cytoplasmic (Homo sapiens), Q99487; recombinant PAFAH2, FP-rhodamine activity probe; inhibition, % at 3.39 µM; hit rate 0.99% among 340,000;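 active = inhibition above the mean over all tested compounds plus 3 SD, cut at about 30% in these data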;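 also: inhibitors block probe labeling of enzyme so polarization drops; 0% = enzyme with DMSO and 100% = wells lacking PAFAH2 protein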
PAFAH1B2 FP inh: PAFAH1B2 enzyme inhibitors, primary screen, biochemical, fluorescence polarization, human. inhibition, % at 3.39 µM. hit rate 1.2% among 340,000. recombinant PAFAH1B2, FP-rhodamine activity probe. AID 492953, 2010;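 active = inhibition above the mean of all tested compounds plus 3 SD, cut at about 24% in these data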;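 also: 0% = enzyme with DMSO and 100% = wells lacking PAFAH1B2; many of its hits are not listed in these tables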
LYPLA1 counter: LYPLA1 inhibitors, primary screen, counter-screen for PME1 inhibitor project, biochemical, fluorescence polarization, FP-Rh probe ABPP; Acyl-protein thioesterase 1 (Homo sapiens), O75608; recombinant LYPLA1; inhibition, % at 5.9 µM; hit rate 0.16% among 320,000; AID 2174, 2009;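 active = inhibition above the mean of all tested compounds plus 3 SD, set per campaign, cut at about 14% in these data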;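 also: inhibitors block serine hydrolase probe labeling of LYPLA1 so polarization falls; 0% = enzyme with DMSO and 100% = wells lacking LYPLA1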
Target sequence (O75608 whole entry, looked up): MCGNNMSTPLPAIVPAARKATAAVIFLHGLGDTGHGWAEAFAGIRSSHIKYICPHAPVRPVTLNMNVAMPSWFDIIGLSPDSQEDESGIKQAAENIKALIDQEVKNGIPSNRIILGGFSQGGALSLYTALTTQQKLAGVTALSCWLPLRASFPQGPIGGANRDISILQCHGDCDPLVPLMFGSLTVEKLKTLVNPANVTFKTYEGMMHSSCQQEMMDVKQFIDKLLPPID
PREPL inhibitor: PREPL enzyme inhibitors, primary screen, biochemical, fluorescence polarization. recombinant PREPL, fluorescence polarization activity-based probe. Prolyl endopeptidase-like (Homo sapiens), Q4J6C6. AID 2751, 2010. hit rate 0.68% among 320,000. inhibition, % at 5.96 µM; in the data active = inhibition above about 43%;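 also: 0% = enzyme with DMSO and 100% = wells lacking enzyme; many of its hits are not listed in these tables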
pPAFAH FP inh: pPAFAH enzyme inhibitors, primary screen, biochemical, fluorescence polarization, human | inhibition, % at 3.39 µM | recombinant pPAFAH, FP-rhodamine probe fluorescence polarization | AID 463082, 2010 | hit rate 1.5% among 330,000;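 active = inhibition above the mean inhibition across the screen plus 3 SD, cut at about 25% in these data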;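 also: inhibitors block binding of the rhodamine activity-based probe so polarization drops; 0% = enzyme with DMSO and 100% = wells lacking pPAFAH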
ZTA counter: counter-screen for EBNA-1 inhibitors: inhibitors of Epstein-Barr virus ZTA; ZTA-DNA binding, fluorescence polarization; inhibition, % at 11 µM; P03206; hit rate 0.15% among 320,000; AID 2234; in the data active = inhibition above about 33%
Target sequence (P03206 whole entry, looked up): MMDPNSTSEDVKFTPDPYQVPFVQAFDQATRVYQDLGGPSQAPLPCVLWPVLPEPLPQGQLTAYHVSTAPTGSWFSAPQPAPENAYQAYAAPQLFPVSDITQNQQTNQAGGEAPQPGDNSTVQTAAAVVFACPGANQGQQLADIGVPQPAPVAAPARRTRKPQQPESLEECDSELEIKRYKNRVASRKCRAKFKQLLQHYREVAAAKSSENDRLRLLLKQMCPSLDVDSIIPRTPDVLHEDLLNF
* hit, by the source's call; . = no result given. Only part of the results is shown. The share of hits here may be higher or lower than overall.

SMILES	EBNA-1 inh	PAFAH1B3 FP inh	LYPLA2 counter	PAFAH2 FP inh	PAFAH1B2 FP inh	LYPLA1 counter	PREPL inhibitor	pPAFAH FP inh	ZTA counter
CCN(c1ccccc1)S(=O)(=O)c1ccc(Cl)nc1	0	1	-1	1	3	0	-2	1	2
Cn1cc(Br)c(C(=O)NC(=S)N2CCN(c3ccccn3)CC2)n1	-16	0	-10	2	0	6	11	-3	-2
COc1cc(OC)c(N(C)S(=O)(=O)c2cccc(C(=O)OCC(=O)N3CCOCC3)c2)cc1Cl	.	9	.	-5	4	.	15	7	.
COc1ccc(/C=N/N2C(=O)CN(C(=O)c3ccccc3)C2c2ccc(OC)cc2)cc1 (configuration not stated)	-6	.	1	.	.	1	29	7	2
CS(=O)(=O)N1CCN(C(=O)Cc2ccccc2Cl)CC1	4	3	-5	3	8	2	8	-1	-14
O=C(c1coc2ccccc2c1=O)N1CCN(c2cccc(C(F)(F)F)c2)CC1	-17	2	3	6	-3	0	8	0	-3
Cc1ccc(CS(=O)(=O)c2ccc(C(=O)N3CCN(c4ccccn4)CC3)cc2[N+](=O)[O-])cc1	-7	5	9	4	-1	4	16	-4	-22
FC(F)(F)c1nnc2ccc(NCn3nnc4ccccc43)nn12	0	-1	2	-6	-1	1	-2	-2	-9
CC(C)(C)OC(=O)N1CCN(C(=O)c2nc[nH]c2C(=O)N2CCN(C(=O)OC(C)(C)C)CC2)CC1	.	-6	5	1	4	0	7	4	6
CCS(=O)(=O)c1nc(S(=O)(=O)c2ccc(C)cc2)c(NCCN2CCOCC2)s1	7	16	-3	3	0	2	-1	1	5
Cc1cc(C)n(C(=O)CN2C(=O)c3ccccc3C2=O)n1	-3	0	0	1	-1	0	5	0	-2
COCc1nnc(NC(=O)c2c(-c3c(Cl)cccc3Cl)noc2C)s1	-5	3	4	4	1	3	7	-1	-8
N=C(N)SCC1=CCS(=O)(=O)C1	-3	-1	3	-2	0	-1	12	-7	-8
Cc1ccc2c(c1)c1ncn(CCC3=CCCCC3)c(=O)c1n2C	-4	7	3	5	2	-4	2	1	-8
Cc1cc(C)n2nc(C(=O)OCC(=O)NCc3ccc(F)cc3)nc2n1	.	2	.	11	7	.	18	-1	.
CCOCCCn1c(=NC(C)=O)c(C#N)cc2c(=O)n3ccccc3nc21	12	2	2	2	4	0	14	6	-9
COc1cc(OC)c(C(=O)NCc2cccnc2)cc1OC	-3	6	5	0	2	0	-7	-2	4
O=C(NCCc1ccccc1)c1ccc(Cl)nc1	4	8	-8	7	7	-3	-2	2	2
COc1cccc(-c2c(C(=O)N/N=C(\C)c3ccc(Cl)s3)nnn2-c2nonc2N)c1	35*	8	-9	-1	1	-6	-22	0	-6
CN(Cc1ccco1)C(=O)Cn1c(=O)oc2cc(S(=O)(=O)NCc3ccccc3)ccc21	-1	7	3	1	1	-1	14	-3	-17
Cc1cccc(N2CCN(C(=O)C3CCN(c4nnc(-n5cccc5)s4)CC3)CC2C)c1 (configuration not stated)	9	-11	7	0	-6	2	36	-9	1
CN(C(=S)NC(=O)c1ccc(F)cc1)C1CCCCC1	-2	-5	5	-7	0	1	3	5	-6
Cn1cc(Cl)c(C(=O)Nc2nc3ccc(Cl)cc3s2)n1	-8	-1	0	-6	0	1	-2	0	-6
CC(=O)CCS(=O)(=O)c1ccc(C)c(C)c1	3	-4	0	2	7	3	4	-3	-2
Cc1cccc(N2CC(C(=O)NCc3ccco3)CC2=O)c1C (configuration not stated)	.	8	3	0	-1	-3	19	3	-15

Three entries from above, ordered by length of the SMILES, high to low:
SMILES	EBNA-1 inh	PAFAH1B3 FP inh	LYPLA2 counter	PAFAH2 FP inh	PAFAH1B2 FP inh	LYPLA1 counter	PREPL inhibitor	pPAFAH FP inh	ZTA counter
CC(C)(C)OC(=O)N1CCN(C(=O)c2nc[nH]c2C(=O)N2CCN(C(=O)OC(C)(C)C)CC2)CC1	.	-6	5	1	4	0	7	4	6
COc1cccc(-c2c(C(=O)N/N=C(\C)c3ccc(Cl)s3)nnn2-c2nonc2N)c1	35*	8	-9	-1	1	-6	-22	0	-6
CCOCCCn1c(=NC(C)=O)c(C#N)cc2c(=O)n3ccccc3nc21	12	2	2	2	4	0	14	6	-9

Returning to the listing; the 3 compounds before the break are reprinted first.
SMILES	EBNA-1 inh	PAFAH1B3 FP inh	LYPLA2 counter	PAFAH2 FP inh	PAFAH1B2 FP inh	LYPLA1 counter	PREPL inhibitor	pPAFAH FP inh	ZTA counter
Cn1cc(Cl)c(C(=O)Nc2nc3ccc(Cl)cc3s2)n1	-8	-1	0	-6	0	1	-2	0	-6
CC(=O)CCS(=O)(=O)c1ccc(C)c(C)c1	3	-4	0	2	7	3	4	-3	-2
Cc1cccc(N2CC(C(=O)NCc3ccco3)CC2=O)c1C (configuration not stated)	.	8	3	0	-1	-3	19	3	-15
CCc1nc(N2CCN(S(C)(=O)=O)CC2)c2c3c(sc2n1)CCCC3	-9	3	2	1	3	1	0	7	-12
OCCC1CN(Cc2nc3c(s2)CCCC3)CCN1CCc1ccccc1 (configuration not stated)	7	1	5	2	1	-2	17	1	-1
COc1cc(C=O)ccc1OCCOCCOc1c(C)cc(Cl)cc1Cl	2	-4	2	2	1	-2	-36	15	2
CC(C)c1nnc(NC(=O)CCC(=O)N2CCN(c3ccccc3F)CC2)s1	5	0	-2	9	6	-2	29	0	5
O=C(CCCN1C(=O)CCC1=O)Nc1ccc(Br)cc1F	-3	1	0	6	1	-1	21	3	-21
O=C(N/N=C/c1cccc(O)c1)C(=O)N1CCCCCC1	-1	3	-1	-4	2	1	4	-2	-2
COc1ccccc1C(C[N+](=O)[O-])c1c[nH]c2ccccc12 (configuration not stated)	7	-5	-3	12	2	-1	-2	0	-14
CC(C)Cc1cc(C(=O)N2CCCC(C(=O)c3cc(F)ccc3F)C2)no1 (configuration not stated)	-1	1	2	0	7	2	17	5	3
CCN(CC)C(=O)OCc1c(-c2cccc(OC)c2)ncc2ccccc12	.	2	5	7	-2	1	-12	1	4
S=C(NCCN1CCOCC1)Nc1ccc(Cl)cc1Cl	7	6	12	-4	0	1	11	-1	-8
CC(=O)c1ccc(N2CCN(S(=O)(=O)c3ccc4c(c3)NC(=O)CO4)CC2)cc1	-16	5	5	-1	0	-2	4	0	23
Cc1cc(C)c2c(CN3CC(C)OC(C)C3)cc(=O)oc2c1C (configuration not stated)	3	3	-1	-1	5	-3	14	6	14
COc1ccc(/C(O)=C2/C(=O)C(=O)N(CCN3CCOCC3)C2c2ccc(C)cc2)cc1 (configuration not stated)	6	-8	-5	3	3	0	-5	0	4
CC(Sc1ncnc2ccccc12)C(=O)Nc1ccc2c(c1)OCO2 (configuration not stated)	14	-2	1	11	1	-1	-7	2	17
COc1ccc(C(=O)C(CCCCC(CN(C)C)C(=O)c2ccc(OC)cc2)CN(C)C)cc1 (configuration not stated)	-1	6	-7	-13	3	-1	24	3	8
CC(OC(=O)CCCC(=O)Nc1ccc(F)cc1)C(=O)c1ccccc1 (configuration not stated)	7	-1	0	-1	4	-4	-3	0	1
CCOC(=O)CSc1nc2cc(C(F)(F)F)cnc2n1C	-7	12	-3	2	6	2	10	0	-5
CC(C)CN=c1cc(-c2ccccc2)oc2ccc(Cl)cc12	2	3	-2	0	1	-4	-24	11	-16
O=C(Nc1ccccc1C(=O)NCc1ccccc1)C1=CSCCO1	1	4	10	9	3	-4	5	-3	6
CCOc1ccc(C(=O)Nc2ccc(-c3nc4ccccc4[nH]3)cc2)cc1[N+](=O)[O-]	16	-13	-15	-26	-8	-13	-5	3	28
Cc1cc(C)c(NC(=O)C2CCCCN2C)c(C)c1 (configuration not stated)	6	7	-2	6	1	0	19	-1	-8
CC(C)(C)n1nnnc1SCC(=O)Nc1nn(-c2ccccc2)nc1C(N)=O	4	1	5	3	4	-3	12	0	-3
O=C(NC(NCc1ccccn1)(C(F)(F)F)C(F)(F)F)c1ccco1	9	7	-1	-3	6	-2	12	2	14
CC(=O)C1=C(O)C(=O)N(CCc2c[nH]c3ccccc23)C1c1ccc(O)cc1 (configuration not stated)	4	-1	4	-5	5	-3	-1	5	7
Cc1ccc(OCC(=O)NCC2CCCO2)c(C)c1 (configuration not stated)	-4	-3	1	-6	3	0	9	2	-7

Individual results from above.
O=C(NC(NCc1ccccn1)(C(F)(F)F)C(F)(F)F)c1ccco1 in PAFAH1B3 FP inh has 7
CC(=O)C1=C(O)C(=O)N(CCc2c[nH]c3ccccc23)C1c1ccc(O)cc1 (configuration not stated) in LYPLA1 counter has -3
O=C(N/N=C/c1cccc(O)c1)C(=O)N1CCCCCC1 in PAFAH1B3 FP inh has 3
CCOC(=O)CSc1nc2cc(C(F)(F)F)cnc2n1C in LYPLA2 counter has -3
CC(=O)c1ccc(N2CCN(S(=O)(=O)c3ccc4c(c3)NC(=O)CO4)CC2)cc1 in PREPL inhibitor has 4
CC(Sc1ncnc2ccccc12)C(=O)Nc1ccc2c(c1)OCO2 (configuration not stated) in PREPL inhibitor has -7

Next section
SMILES	EBNA-1 inh	PAFAH1B3 FP inh	LYPLA2 counter	PAFAH2 FP inh	PAFAH1B2 FP inh	LYPLA1 counter	PREPL inhibitor	pPAFAH FP inh	ZTA counter
O=C1CCCc2c1nc(-c1ccc(F)cc1)n2O	3	2	3	-10	4	0	-4	-2	-3
CSCCC(NC(=O)C1CCCC1)c1nnc2ccccn12 (configuration not stated)	3	4	5	-3	-1	2	-3	-3	8
CC(C)(C)NS(=O)(=O)c1cc(C(=O)O)ccc1Cl	6	4	2	-7	1	0	0	1	-5
COc1cc2c(cc1OC)C(COc1ccccc1OC)N(C(C)=O)CC2 (configuration not stated)	-8	5	-2	5	6	-3	3	1	0
O=C(NN=C1CCCC1)c1ccn[nH]1	1	9	-6	2	-2	1	7	-1	1
CCOCCOC(=O)C(C)Oc1ccc(Oc2ncc(Cl)cc2Cl)cc1 (configuration not stated)	9	4	8	2	-4	0	3	6	-8
COc1ccc(NS(=O)(=O)c2ccc(C(=O)NCC3(N4CCOCC4)CCCCC3)cc2)cc1	.	2	.	4	9	.	6	31*	.
Cc1cc2ccccc2nc1SCC(=O)NC1CCCC1	-12	.	-8	.	.	0	10	4	-12
Cn1c(CNC(=O)CCNC(=O)c2cccc(Cl)c2)cc(=O)n(C)c1=O	-5	10	-4	-3	6	1	3	4	7
Cc1ccccc1-c1cc(=O)c2c(O)cccc2o1	8	7	4	-1	-1	-1	-38	3	2
CCn1c(CNc2ccc(F)cc2)nnc1SCC(=O)Nc1ccccc1OC	11	3	3	7	3	5	0	2	6
C/C(=N\NC(=O)CNC(=O)C(c1ccccc1)c1ccccc1)c1ccc(C(C)(C)C)cc1	5	-4	3	4	-2	0	-9	3	7
COc1cccc(CN(C)C(=O)c2cc(S(=O)(=O)NC3CCCCC3)ccc2C)c1OC	.	4	1	2	1	-2	5	14	-4
Cc1cnc(C(=O)OCC(=O)c2ccc(C3CCCCC3)cc2)cn1	2	8	20	-3	-3	2	2	4	-5
C=CCOc1ccc(CNCc2cccnc2)cc1	-8	-3	5	-5	5	1	22	5	-16
CC1CCN(C(=O)COC(=O)COc2ccccc2C#N)CC1	.	-4	4	1	-8	4	4	0	1

From PubChem BioAssay
